Screening data: PubChem BioAssay, National Center for Advancing Translational Sciences (NCATS)
AmpC no deterg: inhibitors of E. coli AmpC beta-lactamase without detergent. P00811. AmpC nitrocefin hydrolysis, absorbance 480 nm, 0.0001% Triton. Potency, µM (highest dose often 57.1 µM), for the others: top-dose activity change, negative = inhibition, most hits filed as inhibitors. 0.52% of 330,000 active. AID 485341;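 also: potency is read from the fitted curve at half-maximal effect; plate controls were no compound for no effect and no enzyme for full effect; nearly all actives have a fitted effect of over 20% in size; some results filed as inactive show a strong effect at the top dose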
Target sequence (P00811 whole entry, looked up): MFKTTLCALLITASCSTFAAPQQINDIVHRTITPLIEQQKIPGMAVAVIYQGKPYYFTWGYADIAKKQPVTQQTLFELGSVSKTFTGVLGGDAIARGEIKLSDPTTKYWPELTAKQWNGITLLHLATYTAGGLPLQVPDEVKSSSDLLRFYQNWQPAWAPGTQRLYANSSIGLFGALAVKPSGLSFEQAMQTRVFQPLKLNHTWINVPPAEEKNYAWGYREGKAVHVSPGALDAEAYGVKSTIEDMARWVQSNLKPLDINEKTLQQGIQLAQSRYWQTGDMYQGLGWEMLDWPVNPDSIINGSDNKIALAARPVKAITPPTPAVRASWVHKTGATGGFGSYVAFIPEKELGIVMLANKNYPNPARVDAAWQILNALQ
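20 mM phosphate pH 7.0 + 0.01% (detergent screen) or 0.0001% Triton X-100; 5.3 nM AmpC reagent; cpd preinc 15 min RT; nitrocefin (800 uM stock) to start; A480 q20 s × 4 min; Activity was normalised to no-enzyme and no-compound control wells.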
Cycloheximide cs: counter-screen for Shiga toxin inhibitors: cycloheximide protein synthesis inhibition; cell reporter, cycloheximide protein synthesis inhibition counterscreen; max response, %; 12% of 300,000 active; in the data active = max response mostly above about 13%, no sharp cut-off; inactive = mostly below about 14%; also: read at 38.3 µM for the half of the compounds with a filed dose; 0% is about no effect
Shiga inhibitor: Shiga toxin inhibition; inhibition, % at 38.7 µM; Vero cells, Shiga toxin protein synthesis inhibition reporter; 9.2% of 290,000 active; in the data active = inhibition mostly above about 28%, no sharp cut-off; inactive = mostly below about 43%; also: 0% is about no effect
LmPK inh: LmPK (Leishmania mexicana) enzyme inhibition; Q27686; purified LmPK, Kinase-Glo ATP luminescence, 1 h; Potency, µM (titrated, usually from 57.5 µM), for inactives: at the highest dose activity change, negative = inhibition, actives largely listed as inhibitors; 0.37% of 290,000 active; AID 1721; also: potency is read from the fitted curve at half-maximal effect; % is scaled to controls: 0 for no effect and ±100 for the full control effect
Target sequence (Q27686 whole entry, looked up): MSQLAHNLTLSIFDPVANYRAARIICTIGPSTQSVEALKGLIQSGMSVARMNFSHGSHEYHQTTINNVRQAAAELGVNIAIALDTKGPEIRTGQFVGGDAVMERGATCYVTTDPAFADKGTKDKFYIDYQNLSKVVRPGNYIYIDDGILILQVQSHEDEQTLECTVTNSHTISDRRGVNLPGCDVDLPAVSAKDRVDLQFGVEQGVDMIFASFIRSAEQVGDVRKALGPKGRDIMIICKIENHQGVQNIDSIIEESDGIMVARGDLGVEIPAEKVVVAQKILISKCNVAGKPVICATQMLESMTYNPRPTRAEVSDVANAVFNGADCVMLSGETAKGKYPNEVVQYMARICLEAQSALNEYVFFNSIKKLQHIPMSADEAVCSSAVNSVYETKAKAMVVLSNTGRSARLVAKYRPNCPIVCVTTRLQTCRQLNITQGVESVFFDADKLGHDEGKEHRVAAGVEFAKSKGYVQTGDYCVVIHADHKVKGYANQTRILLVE
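In 50 mM imidazole pH 7.2 with 7 mM MgCl2, LmPK (0.1 nM) turned over PEP (0.5 mM) and ADP (0.1 mM) for 1 h at room temperature. Luciferase read-out of ATP.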
Pf growth 48h: P. falciparum growth inhibition at 48 hours (one generation); 5.9% of 310,000 active; P. falciparum luciferase growth in erythrocytes, 48 h; Potency, µM (top dose mostly 28.7 µM), for the others: at the highest dose activity change, negative = inhibition, usual class: inhibitors; also: potency is read from the fitted curve at half-maximal effect; % is scaled to controls: 0 for no effect and ±100 for the full control effect
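Cell-based growth assay: transgenic P. falciparum expressing firefly luciferase, cultured in red cells within RPMI 1640 containing 0.5% w/v Albumax, 24 mM bicarbonate and gentamycin. A drop in luciferase activity indicates inhibition.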
Pf growth 96h: P. falciparum growth inhibition at 96 hour, primary screen for plastid delayed-death inhibitors; P. falciparum luciferase reporter growth, 96 h; Potency, µM (highest dose often 28.7 µM), for the others: at the highest dose activity change, negative = inhibition, hits mostly inhibitors; 6.9% of 320,000 active; also: potency is read from the fitted curve at half-maximal effect; % is scaled to controls: 0 for no effect and ±100 for the full control effect
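P. falciparum expressing integrated firefly luciferase grown in erythrocytes (2% hematocrit, 0.05% parasitemia final) with compounds for 96 hours at 37 C, 5% CO2. Growth inhibition read as loss of luminescence after adding luciferase detection reagent.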
TbPYK inhibitor: blocks Trypanosoma brucei pyruvate kinase | Q57TT1 | TbPYK enzyme, Kinase-Glo Plus ATP luminescence, 45 min | Potency, µM (top dose mostly 76.8 µM), for the others: at the top dose activity, negative = inhibition, actives largely listed as inhibitors | 0.12% of 410,000 active | AID 624173; also: potency is read from the fitted curve at half-maximal effect; % is scaled to controls: 0 for no effect and ±100 for the full control effect; nearly all actives have a fitted effect of over 50% in size
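Readout: single end-point luminescence (Kinase-Glo Plus, 10 min). Reaction conditions were TbPYK/substrate plus 130 uM ADP, 45 min at RT, pH 7.2 TEA buffer. No-enzyme wells served as controls, and data were normalized before concentration-response fitting.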
Active calls of the source: *; ? = inconclusive; · = no result given; [ ] = another dose, or the depositor's remark. Unless noted, calls follow the shape of the dose curve; as a rule, active = well fitted curve in the direction sought with a large enough effect; inconclusive = small, poorly fitted or top-dose-only effect, or another doubt; inactive = no such curve, though single readings can be large; an effect the other way counts as inactive or inconclusive. Compounds were not picked by outcome (roughly 22% active in at least one column).

SMILES	AmpC no deterg	Cycloheximide cs	Shiga inhibitor	LmPK inh	Pf growth 48h	Pf growth 96h	TbPYK inhibitor
CNC(=O)CSc1nnc(-c2cc(C)cc(C)c2)o1	-10%	1	27*	0%	14%	12%	1%
CC(=O)c1ccc(NC(=O)C(C)OC(=O)c2ccc(Br)o2)cc1 (stereo not drawn)	0%	·	·	·	14%	6%	1%
O=C(/C=C/c1ccccc1)Oc1coc(CSc2ncccn2)cc1=O	0%	10	7	2%	8%	-5%	-7%
CCn1c(=O)cc(OCC(=O)NCc2ccco2)c2ccccc21	-3%	2	4	-1%	28%	-98%	-5%
COc1ccc(OC)c(C(c2nnnn2Cc2ccccc2)N2CCN(C3CCCCC3)CC2)c1 (stereo not drawn)	29%	-1	-12	0%	10µM*	-16%	-1%
O=C(Nc1ccc(S(=O)(=O)Nc2nccs2)cc1)c1cccc(N2C(=O)c3ccccc3C2=O)c1	-53%	1	4	-1%	-2%	0%	2%
CCCCC/C=C\C[C@H](O)/C=C/c1cccc(C[C@H](O)CCCCO)n1	252%[activator]	-2	-7	4%	13µM*	?	0%
Cc1cc(C)c(C#N)c(SCC(O)CS(=O)(=O)Cc2ccccc2)n1 (stereo not drawn)	-10%	6	1	3%	?	·	6%
CCc1nc(NCC2CCCO2)c2oc3ccccc3c2n1 (stereo not drawn)	0%	4	-6	1%	?	?	2%
COc1cccc(CC(=O)OCC(=O)Nc2nnc(-c3ccccc3)o2)c1	-22%	·	·	·	?	-8%	2%
COCCNS(=O)(=O)c1cccn1-c1ncc(C(F)(F)F)cc1Cl	9%	5	21	2%	·	19%	5%
COc1ccc(CCNS(=O)(=O)c2ccc3c(c2)OCCO3)cc1OC	-10%	1	-6	2%	-4%	?	-2%
Cc1noc(N)c1C1(O)C(=O)Nc2c(Cl)cc(Cl)cc21 (stereo not drawn)	-25%	-1	-7	-2%	1%	-3%	-3%
Cc1ccccc1N1C(=O)C(Cl)=C(N2CCOCC2)C1=O	-1%	1	-6	-3%	-3%	10%	4%
COc1ccc(CCN2C(=S)NC3CC2(C)Oc2ccc([N+](=O)[O-])cc23)cc1OC (stereo not drawn)	9%	-5	-6	0%	·	12µM*	0%
CCOc1ccccc1NC(=O)CN1CCCCCC1	-13%	-3	-4	2%	37%[activator]	-24%	16%
CC(C)CC(=O)c1c[nH]c(C(=O)NCc2cccs2)c1	-15%	12	-4	4%	6%	·	0%
Cc1ccc(CNC(=O)c2cc3cc(Br)ccc3oc2=N)cc1	42%	-2	-9	-9%	5%	23%	-8%
O=[N+]([O-])c1c(Nc2ccccc2O)cc(N2CCOCC2)c2nonc12	-13%	-7	-2	10%	8%	-14%	-1%
O=S(=O)(Nc1nc2ccccc2nc1-[n+]1ccccc1)c1ccc(Cl)cc1	54%	-1	-17	0%	-17%	?	-2%
C[N+](C)(C)CCc1ccc(O)cc1	-22%	6	-4	2%	?	?	4%
CC(=O)c1ccc(N2C(=NC(=O)CCc3ccccc3)SC3CS(=O)(=O)CC32)cc1 (stereo not drawn)	21%	-11	-10	-14%	16%	?	1%
COc1ccc(NC2CCCN(Cc3cccc4cnccc34)C2)cc1OC (stereo not drawn)	13%	-1	-1	-2%	?	-26%	-3%
CS(=O)(=O)N(CC(=O)Nc1ccccc1C(=O)NCc1ccco1)c1ccccc1F	-17%	12	3	3%	-28%	-21%	0%
COC(=O)c1ccc(C(=O)NC2CCCc3c2cnn3-c2ccc(C)c(C)c2)cc1 (stereo not drawn)	-1%	3	2	5%	-5%	?	-3%
Nc1nc(SCC(=O)c2cccc([N+](=O)[O-])c2)n[nH]1	-29%	-2	3	0%	0%	-3%	-3%
COC(=O)c1nc(C(=O)OC)c(C(=O)OC)nc1C(=O)OC	-8%	-3	42	0%	48%[activator]	8%	-2%
Cn1c(=O)c2c(nc(CN3CCN(c4ccc(F)cc4)CC3)n2CCN2CCOCC2)n(C)c1=O	-6%	9	-3	-4%	1%	?	1%
Cc1ccc([N+](=O)[O-])cc1NC(=O)CCc1ccccc1	-24%	11	-13	-1%	8%	-6%	-2%
CCc1nc(SCc2ccc(C(=O)OC)o2)n[nH]1	2%	6	8	-2%	11%	10%	-3%
CC1(C)Oc2ccc3ccc(=O)oc3c2/C(=C/Nc2ccccn2)C1=O	-10%	-3	20	-2%	-3%	?	-2%
O=S(=O)(NCCc1c[nH]c2ccccc12)c1ccccc1	-23%	6	-8	7%	-2%	?	1%
CC1(C)OC(=O)C(=NNc2ccc(O)cc2)C(=O)O1	-2%	13*	42	2%	59%[activator]	47%[activator]	4%
S=C(NCc1ccco1)Nc1ccc(Cl)cc1	-24%	15*	16	-4%	43%[activator]	45%[activator]	2%
COc1ccc2cc(C3CC(c4ccco4)=NN3S(=O)(=O)c3ccccc3)c(Cl)nc2c1 (stereo not drawn)	3%	17	33*	-2%	?	?	1%
O=C(Nc1ccc(CCC(=O)N2CCCC2)cc1)c1ncn[nH]1	-15%	-2	-6	-10%	-14%	53%[activator]	2%
Cc1ccc(S(=O)(=O)N2CCCCC2CCNC(=O)C(=O)Nc2ccccc2F)cc1 (stereo not drawn)	-17%	·	·	·	?	-23%	0%
Cc1cc(C)c2c(CN3CCOCC3)cc(=O)oc2c1	-2%	-2	19	-6%	-6%	5%	0%
Cc1cnc(NC(=O)CSc2nnc(-c3ccccc3)n2Cc2ccccc2)s1	14%	-3	-7	1%	?	·	-4%
COc1cc(C#Cc2c(-c3cncn3C)n(C)c3ccc(-c4ccc5[nH]ccc5c4)cc23)cc(OC)c1	-17%	·	·	·	1.5µM*	0.83µM*	1%

Given field by field: part of the list above
> COc1ccc(CCN2C(=S)NC3CC2(C)Oc2ccc([N+](=O)[O-])cc23)cc1OC (stereo not drawn)
  AmpC no deterg: 9%
  Cycloheximide cs: -5
  Shiga inhibitor: -6
  LmPK inh: 0%
  Pf growth 48h: ·
  Pf growth 96h: 12µM*
  TbPYK inhibitor: 0%

> CCOc1ccccc1NC(=O)CN1CCCCCC1
  AmpC no deterg: -13%
  Cycloheximide cs: -3
  Shiga inhibitor: -4
  LmPK inh: 2%
  Pf growth 48h: 37%[activator]
  Pf growth 96h: -24%
  TbPYK inhibitor: 16%

> CC(C)CC(=O)c1c[nH]c(C(=O)NCc2cccs2)c1
  AmpC no deterg: -15%
  Cycloheximide cs: 12
  Shiga inhibitor: -4
  LmPK inh: 4%
  Pf growth 48h: 6%
  Pf growth 96h: ·
  TbPYK inhibitor: 0%

> Cc1ccc(CNC(=O)c2cc3cc(Br)ccc3oc2=N)cc1
  AmpC no deterg: 42%
  Cycloheximide cs: -2
  Shiga inhibitor: -9
  LmPK inh: -9%
  Pf growth 48h: 5%
  Pf growth 96h: 23%
  TbPYK inhibitor: -8%

The listing continues:
SMILES	AmpC no deterg	Cycloheximide cs	Shiga inhibitor	LmPK inh	Pf growth 48h	Pf growth 96h	TbPYK inhibitor
Cc1ccc(S(=O)(=O)NCc2ccc(N3CCN(C(=O)OC(C)(C)C)CC3)cc2)cc1	1%	1	2	-5%	13µM*	4.1µM*	0%
O=S(=O)(NCc1nnc2ccccn12)c1ccc(F)cc1	-7%	·	·	·	0%	-4%	-5%
COCCn1cc(C(=O)c2cc(Br)ccc2O)cc(C#N)c1=O	-32%	-2	21	0%	0%	?	3%
COc1ccc(-n2c(O)cnc2Nc2nc(C)cc(C)n2)cc1OC	-5%	6	-10	3%	·	45%[activator]	0%
COc1ccc(CC(=O)NNC(=O)CSc2nc(C)c(C)c(=O)[nH]2)cc1	-27%	-4	-17	-1%	10%	?	-2%
Cc1cc(C(F)(F)Cl)n2ncc(-c3ccccn3)c2n1	-10%	-4	4	2%	8%	5%	0%
COc1cc(CNc2nnnn2C)cc(OC)c1OC	-7%	1	·	0%	13%	?	5%
CCC(=O)NC(c1ccc(C)cc1)c1ccc2cccnc2c1O (stereo not drawn)	-20%	13	2	0%	4.7µM*	14%	-4%
CCOC(=O)C1(CC2CCCCO2)CCN(S(=O)(=O)c2cccc(F)c2)CC1 (stereo not drawn)	74%[activator]	-1	0	4%	?	?	-2%
Nc1nc(-c2ccccn2)nc(N)c1Cc1ccccc1F	-14%	38*	78*	-9%	?	5.2µM*	-4%
CSCCC(NC(=O)c1ccccc1Cl)C(=O)NCc1ccncc1 (stereo not drawn)	-19%	·	·	·	-10%	16%	-2%
NS(=O)(=O)c1cccc(NC(=O)COC(=O)CN2C(=O)C3CC=CCC3C2=O)c1 (stereo not drawn)	-7%	-2	-12	-13%	36%[activator]	29%	-7%
CCCCN(C(=O)COc1ccc(C)cc1OC)c1c(N)n(CCC)c(=O)[nH]c1=O	-8%	5	23	-2%	131%[activator]	23%	-4%
Nc1c(C(=O)NCCN2CCOCC2)c2nc3ccccc3nc2n1Cc1ccccc1	106%[activator]	2	14	1%	?	?	1%
COc1ccc(-n2c(SCC(N)=O)nc3sc4c(c3c2=O)CCC4)cc1	-9%	4	8	2%	7%	-5%	0%
COCC(=O)N1CCC(n2nccc2NC(=O)c2ccccc2OC)CC1	2%	26	22	-12%	?	-17%	-11%
Cc1cc(=O)oc2c(C)c(OC(C)C(=O)NCCN3CCOCC3)ccc12 (stereo not drawn)	-4%	7	-2	14%	-20%	-18%	-7%
Cc1cnc(C(=O)NCCc2ccc(C(F)(F)F)cc2)cn1	2%	1	-8	4%	23%	7%	-1%
Cc1ccc(O)c(C(=O)c2cnc3onc(-c4ccc(F)cc4)c3c2)c1	-25%	-1	16	-2%	3.3µM*	2.3µM*	2%
O=C(CCN1CCC(c2cccs2)=N1)c1cccs1	-25%	42*	69*	2%	59%[activator]	38%[activator]	2%
COc1ccc(NS(=O)(=O)c2cc(NC(=O)c3cnccn3)ccc2OC)cc1Br	-28%	-1	-8	6%	-19%	-21%	3%
CC1CN(C(=O)c2ccc(COc3ccc4ccccc4c3)o2)CC(C)O1 (stereo not drawn)	151%[activator]	27*	57*	2%	43%[activator]	188%[activator]	0%
O=C(NC(NC1CCS(=O)(=O)C1)C(=O)c1cccs1)c1ccccc1 (stereo not drawn)	-23%	3	-4	2%	13%	·	-11%
O=C(c1ccc(S(=O)(=O)Cc2cc(F)ccc2F)c([N+](=O)[O-])c1)N1CCCC1	-12%	4	17	3%	-29%	?	3%
CCOC(=O)/C(C#N)=C(\N)C(C)C(=O)Nc1ccccn1 (stereo not drawn)	-9%	-2	1	-2%	4%	81%[activator]	0%
Cc1ccc2nc(-c3ccccc3O)c(Nc3ccc4c(c3)OCCO4)n2c1	-19%	-3	-5	1%	12µM*	12µM*	4%
O=C(Nc1nc(-c2ccc(F)cc2)cs1)c1cnccn1	-24%	2	-11	3%	8%	59%[activator]	-1%
CCOc1ccc(-n2c(=O)cc(N3CCN(c4ccc(F)cc4)CC3)[nH]c2=O)cc1	104%[activator]	7	-11	11%	5%	?	8%
O=S(=O)(NCC1CCCO1)c1ccc(NS(=O)(=O)c2ccc(F)cc2)cc1 (stereo not drawn)	-15%	-2	18	2%	10%	-17%	5%
